Screening results from PubChem BioAssay.
MEX-5 binding = C. elegans MEX-5 TCR-2 RNA binding activity; Q9XUB2; MEX-5/FITC-TCR2 RNA binding, fluorescence polarization; active compounds read low; activity score (negative = inhibition of binding), % at 10 µM; actives 0.38% (n = 300,000);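 active = inhibition past about -25% in most replicates, and total fluorescence under double the plate's negative control median, limit read from the data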;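 also: 0% = DMSO and -100% = 5 µM competing unlabeled TCR2 RNA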
Target sequence (Q9XUB2 whole entry, looked up): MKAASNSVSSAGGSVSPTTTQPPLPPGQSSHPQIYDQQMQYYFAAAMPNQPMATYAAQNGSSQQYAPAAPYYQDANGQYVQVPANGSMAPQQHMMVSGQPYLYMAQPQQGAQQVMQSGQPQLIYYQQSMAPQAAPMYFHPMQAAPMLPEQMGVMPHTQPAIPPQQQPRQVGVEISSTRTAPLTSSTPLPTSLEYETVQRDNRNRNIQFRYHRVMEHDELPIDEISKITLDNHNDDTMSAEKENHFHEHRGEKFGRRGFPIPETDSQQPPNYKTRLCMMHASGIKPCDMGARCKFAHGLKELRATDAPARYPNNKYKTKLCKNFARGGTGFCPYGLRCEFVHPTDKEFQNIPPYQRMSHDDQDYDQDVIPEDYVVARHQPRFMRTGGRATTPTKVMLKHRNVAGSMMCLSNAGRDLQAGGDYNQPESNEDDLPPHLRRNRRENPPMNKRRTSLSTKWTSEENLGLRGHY
AHR act = activators of human aryl hydrocarbon receptor; AHR-responsive luciferase reporter cells, luminescence; actives 2.5% (n = 320,000); P35869; activation, % at 5 µM; in the data active = activation above about 47%;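 also: 0% = vehicle wells and 100% = reference agonist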
PME-1 inh = blocks human protein phosphatase methylesterase 1 | AID 2130 | actives 0.53% (n = 320,000) | recombinant PME-1, FP-Rh probe fluorescence polarization | Q9Y570 | inhibition, % at 5.9 µM;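 active = inhibition above the campaign mean of all compounds plus 3 SD, cut at about 26% in these data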;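 also: competitive labeling of PME-1 active site by serine hydrolase directed probe; 0% = PME-1 with DMSO and 100% = wells lacking PME-1 enzyme; inhibitors block probe labeling so polarization falls and inhibition rises; many of its hits are not listed in these tables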
Fam108B counter = Fam108B inhibition, counter-screen for RBBP9 inhibitors; recombinant Fam108B, FP-Rh probe fluorescence polarization; inhibition, % at 9.51 µM; actives 0.33% (n = 300,000); AID 1947;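 active = inhibition above the screen mean inhibition plus 3 SD, computed separately per campaign, cut at about 18% in these data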;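 also: inhibitors lower polarization as less probe binds the enzyme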
pPAFAH inh = pPAFAH (human) enzyme inhibition; inhibition, % at 3.39 µM; recombinant pPAFAH, FP-rhodamine probe fluorescence polarization; actives 1.5% (n = 330,000); Q13093;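 active = inhibition above the mean inhibition across the screen plus 3 SD, cut at about 25% in these data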;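 also: inhibitors block binding of the rhodamine activity-based probe so polarization drops; 0% = enzyme with DMSO and 100% = wells lacking pPAFAH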
PAFAH1B2 inh = PAFAH1B2 (human) inhibition. actives 1.2% (n = 340,000). inhibition, % at 3.39 µM. recombinant PAFAH1B2, FP-rhodamine activity probe, fluorescence polarization;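 active = inhibition above the mean of all tested compounds plus 3 SD, cut at about 24% in these data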;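 also: 0% = enzyme with DMSO and 100% = wells lacking PAFAH1B2; many of its hits are not listed in these tables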
Target sequence (P68402 whole entry, looked up): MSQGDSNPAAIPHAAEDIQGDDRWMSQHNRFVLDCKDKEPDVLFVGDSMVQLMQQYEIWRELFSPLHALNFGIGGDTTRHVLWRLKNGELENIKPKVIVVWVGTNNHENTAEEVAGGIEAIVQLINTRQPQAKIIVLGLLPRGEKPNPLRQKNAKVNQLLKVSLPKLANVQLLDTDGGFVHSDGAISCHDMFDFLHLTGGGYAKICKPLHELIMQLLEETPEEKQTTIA
Bcl-xL primary = blocks human Bcl-xL binding to Bim BH3 peptide; actives 0.7% (n = 320,000); inhibition, % at 10.9 µM; GST-Bcl-xL / FITC-Bim BH3 peptide fluorescence polarization; AID 2129;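 active = inhibition above the mean of all tested compounds plus 3 SD, cutoff set per campaign, cut at about 30% in these data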;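 also: 0% = DMSO wells and 100% = unlabeled Bim-BH3 peptide competitor; inhibitors lower millipolarization by displacing the labeled peptide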
Target sequence (Q07817 whole entry, looked up): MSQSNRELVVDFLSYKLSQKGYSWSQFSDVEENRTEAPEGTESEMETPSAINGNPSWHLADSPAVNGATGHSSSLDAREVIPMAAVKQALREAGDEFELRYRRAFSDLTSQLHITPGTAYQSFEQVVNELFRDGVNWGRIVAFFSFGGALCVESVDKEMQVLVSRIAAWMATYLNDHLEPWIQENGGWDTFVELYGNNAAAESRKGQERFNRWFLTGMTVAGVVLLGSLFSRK
MCL1-BIM inh = MCL1-BIM-BH3 interaction inhibition (human); GST-MCL1 / FITC-Bim-BH3 fluorescence polarization; actives 0.68% (n = 320,000); inhibition, % at 10.9 µM; Q07820;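 active = inhibition above the mean inhibition of all tested compounds plus 3 SD, set per campaign, cut at about 40% in these data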;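 also: 0% = DMSO wells and 100% = unlabeled Bim-BH3 peptide control; higher means more loss of mP so more displacement of Bim peptide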
GLD-1 TGE inh = GLD-1-TGE RNA interaction inhibition (C. elegans). Q17339. purified GLD-1 + fluorescein TGE RNA, fluorescence polarization. actives 0.44% (n = 320,000). inhibition, % at 5.96 µM;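 active = percent inhibition above a per-plate cutoff, the plate mean of test compounds plus 3 SD, cut at about 30% in these data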;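 also: 0% = DMSO wells with GLD-1 and probe and 100% = wells lacking GLD-1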
Numbers without * were called inactive; / = not tested or not shown. A portion of the library, so the mix of outcomes need not match the whole.

Order of values – MEX-5 binding, AHR act, PME-1 inh, Fam108B counter, pPAFAH inh, PAFAH1B2 inh, Bcl-xL primary, MCL1-BIM inh, GLD-1 TGE inh
1. Cc1ccc(S(=O)(=O)NCC(=O)OC(C)C(=O)c2ccccc2)cc1 (stereo unspecified)
    -0.8, -1, -3, -3, 5, 1, -1, -4, 7
2. CCN(C(=O)COC(=O)c1ccc2c(c1)OCO2)c1ccccc1
    /, 0, /, /, -1, 10, /, /, -1
3. O=c1[nH]ncn1-c1cccc(C(F)(F)F)c1
    -1.7, -1, 3, -2, -1, 6, 7, 4, 1
4. COC(=O)Cc1c(C)c2ccc(OCC(=O)N(C)C3CCS(=O)(=O)C3)cc2oc1=O (stereo unspecified)
    -1.0, 1, 3, -1, -3, 4, 1, 1, 11
5. COC(=O)CSc1nsc(SCC(=O)OC)c1C#N
    1.4, 3, 0, 2, -5, 4, 2, -3, -4
6. COc1cc([N+](=O)[O-])ccc1NC(=O)CCCOc1cccc(C)c1C
    -1.9, -1, -4, -3, -1, 2, 4, 0, 3
7. COc1cc(/C=N/Nc2cc(C)nc(NS(=O)(=O)c3ccccc3)n2)ccc1O
    -0.1, 0, 9, 8, 2, 4, 7, 6, 1
8. O=C(Nc1ccc(Cc2ccncc2)cc1)c1ccc(N2CCOCC2)c([N+](=O)[O-])c1
    -1.2, -10, 5, -1, 7, 2, 7, 3, 9
9. CC1CC(C)CN(S(=O)(=O)c2cc3c(cc2Cl)NC(=O)CO3)C1 (stereo unspecified)
    0.1, 0, -8, -4, -1, 3, -1, 1, -1
10. O=C(NC1CCCC1)C1CCN(C(=O)c2ccccc2Cl)CC1
    4.2, -3, -6, 0, 2, 2, 3, 3, 2
11. CC1CN(S(=O)(=O)c2ccc(C(=O)Nc3nnc(-c4ccccn4)o3)cc2)CC(C)O1 (stereo unspecified)
    0.9, 1, -2, 0, 8, 0, -2, 8, 4
12. CNc1snc(C)c1C(=O)OCC(=O)c1cc(F)ccc1OC
    /, 12, 12, /, -1, -4, 2, -3, -4
13. CN(Cc1ccccc1F)C(=O)c1ccc(Oc2ccccc2)cc1
    2.0, 0, -3, -3, 9, 2, 7, 8, -2
14. O=C(CCCCCn1c(=S)[nH]c2cc3c(cc2c1=O)OCO3)N1CCN(C(=O)c2ccco2)CC1
    -1.7, 0, 2, -3, 4, 1, -25, -71, 2
15. CCn1c(Cc2c(C)[nH]c3ccccc23)nnc1SCC(=O)NCc1ccccc1
    -0.8, 5, -1, -5, 7, -1, 3, 4, -6
16. COc1ccccc1C(=O)Nc1nnc(S(=O)(=O)N2CCN(c3ccc(F)cc3)CC2)s1
    -1.3, 14, 2, -4, 3, 3, 2, -3, -4
17. C[C@H](C(=O)CC(=O)OC(C)(C)C)[C@H](O)c1ccc(C(F)(F)F)cc1
    0.0, 2, 3, -3, 8, 11, -9, -8, 2
18. CCOC(=O)C1=C(C)N(C)C(C)=C(C(=O)OCC)C1c1ccccn1
    0.1, -2, -2, 0, -2, 3, 4, 4, -1
19. CCN(CC)CCNC(=O)c1cc2c(-c3cccc(OC)c3)nn(C)c2s1
    2.3, 48*, -8, -1, 2, -3, 6, 5, 3
20. Cn1cnc2c1c(=O)n(Cc1cccc(Cl)c1)c(=O)n2C
    0.6, 3, 0, 3, -2, 5, 4, 14, 1
21. O=C(CN1C(=O)c2ccccc2C1=O)Nc1ccc2c(c1)OCO2
    1.0, 5, 2, 2, 2, 6, -3, 2, 2
22. Cc1cc(Cl)ccc1C(=O)C1CCCN(C(=O)CCn2cncn2)C1 (stereo unspecified)
    0.1, -3, 4, -2, 4, -1, 2, -2, 3
23. Cc1ccc(-c2[nH]nc(N)c2N=Nc2ccccc2C)cc1
    -2.2, 62*, 15, 10, 16, 3, 2, 3, 3
24. Cc1ccc(CNC(=O)c2cc(-c3ccccc3C)n(CC3CC(c4cccc([N+](=O)[O-])c4)=NO3)n2)cc1 (stereo unspecified)
    /, -1, -6, -3, 5, 2, 1, -1, 8
25. O=C(CN1CCN(c2ccc(Cl)cc2)CC1)NCc1cccs1
    -1.2, -1, 8, 5, 5, 2, 5, -2, 9
26. COc1ccc(C(=O)NCC(=O)N/N=C/C=C/c2ccccc2)cc1OC
    0.3, 4, 1, -1, 7, -1, 6, -3, 4
27. Cc1noc(C)c1C(=O)OC(C)C(=O)Nc1ccc(S(=O)(=O)NC(C)C)cc1 (stereo unspecified)
    0.9, 3, 1, 6, -3, 2, 4, 11, 8
28. COc1ccccc1/C=N/NC(=O)CNC(=O)c1ccc(S(=O)(=O)N(C)C)cc1
    -1.0, 0, 5, -4, -1, 1, 5, 2, -8
29. C/C(=N\NC(N)=O)c1ccc(Cl)cc1
    0.9, -1, 2, -7, -2, 1, 0, 3, 6
30. O=C(Cn1ccc2ccccc2c1=O)NCCC(=O)NC1CCN(Cc2ccccc2)CC1
    1.9, -2, -2, 3, -2, -2, 19, 18, 21
31. O=C(Nc1ccccc1)/C(=C/c1cccnc1)NC(=O)c1ccccc1
    2.2, 7, -4, 2, -3, 1, 2, -6, 3
32. O=C(C1=C[C@@H](C2CC2)C[C@@H](OCCCCO)O1)N1CCN(Cc2ccccc2)CC1
    -0.8, -2, -1, 1, 6, -1, 3, 3, -11
33. O=C(CNC(=O)c1ccc(N2C(=O)c3ccccc3C2=O)cc1)OCC(=O)c1ccccc1
    -0.6, -1, -6, -2, 6, 1, 5, 7, 5
34. O=S(=O)(Nc1ncccn1)c1cc(Cl)ccc1Cl
    1.3, -2, 1, -5, 3, -4, 7, 3, 1
35. N#Cc1ccccc1Cn1c(=O)n(CCC(=O)NCc2ccco2)c(=O)c2ccccc21
    -1.2, -2, -2, 0, -2, 2, -32, -74, -27
36. Cc1cccc(OCCC(=O)Nc2ccc(C)c(S(=O)(=O)N3CCCCC3)c2)c1
    1.5, 0, -19, -11, 1, -3, 0, -5, 0
37. Cn1c(-c2ccc(-c3ccccc3)cc2)c[nH]c1=S
    1.1, -2, 3, 5, 13, 1, -25, -13, -11
38. CCOc1ccc(NC(=O)CN(C)C(=O)c2ccccc2Cc2ccccc2)cc1OCC
    /, 1, 1, /, -2, 2, 0, -10, 2
39. O=C(Nc1ccccc1Cl)c1cc[n+](Cc2ccc([N+](=O)[O-])cc2)cc1
    2.0, -2, -3, -1, 5, 5, 1, 10, -1
40. O=C(/C=C\c1ccc2c(c1)OCO2)NC1(C(=O)Nc2ccc3c(c2)OCCO3)CCCCC1
    /, 2, 4, 2, -1, 1, 1, 4, 8
41. O=C(O)C1CCCN1C(=O)Nc1ccccc1 (stereo unspecified)
    2.1, 1, 5, -3, 1, 0, 5, 0, 4
42. CCC1CCCN1Cn1cnc2c([nH]c3ccc(OC)cc32)c1=O (stereo unspecified)
    -0.6, 3, -12, -4, -3, 1, 4, 7, 0
43. Cc1ccc(CN2C(=O)N/C(=C\c3ccc(N4CCOCC4)cc3)C2=O)cc1
    -0.3, 19, 1, 5, 6, -2, 3, 4, -9
44. CN(C)C1(CNC(=O)C2CCN(S(=O)(=O)c3cccc(C(F)(F)F)c3)CC2)CCCCC1
    -0.6, -1, 4, 4, -4, 2, 5, 8, 8
45. CCN(CC)C(=O)C(=O)c1cccn1-c1cccc(Cl)c1C#N
    0.2, 7, -2, -1, 5, 6, -4, -2, 1
46. COc1ccc(CC(C)CC(=O)Nc2ccc(OC)cc2)cc1 (stereo unspecified)
    0.3, 4, -1, -3, 1, 1, 6, 8, 2
47. O=C(N/N=C/c1ccc(N2CCOCC2)s1)c1ccccc1Cl
    -0.1, 2, -6, 0, 8, -3, 0, -1, -7
48. N#Cc1c(Nc2ccc(F)cc2)sc(C(=O)c2ccccc2)c1N
    -2.9, 15, 7, 1, 11, 4, 2, 12, 7
49. CC1CCc2nc(NC(=O)CN3CCOCC3)sc2C1 (stereo unspecified)
    0.0, 29, 1, 5, -3, 4, -1, 7, 7
50. Cc1cc(=O)oc2cc(OCC(=O)Nc3cccc(S(=O)(=O)N(C)C)c3)ccc12
    -0.2, 3, 7, -7, -2, -1, 5, 2, 0
51. CCOCCCNC(=O)c1ccc(N2CCCC2)c(NS(=O)(=O)c2ccc(C)cc2)c1
    0.8, -2, 8, 11, 52*, 4, 3, -4, 5
52. CCC(CC)c1nnc(NC(=O)c2ccco2)s1
    -2.0, 12, 3, 1, 3, 4, 6, 3, 1
53. CCOC(=O)c1ccc(NC(=O)Nc2ccccn2)cc1
    -5.4, -2, -5, -1, 1, -1, 10, 13, -2
54. COc1cccc(CCNC(=O)c2ccc(C#N)cc2)c1
    1.6, -2, 2, 0, 4, 4, 2, 6, 0
55. Cc1ccc2nc(N(CCN(C)C)C(=O)/C=C/c3cccs3)sc2c1
    /, 48*, 3, -5, 7, 2, 3, 6, -2
56. COCCSc1nnc(NC(=O)C2CC(=O)N(c3ccc(C)cc3)C2)s1 (stereo unspecified)
    -2.0, -2, -7, -5, 1, -1, 0, -3, 3
57. CCC(CC)COC(=O)C(C#N)c1nc2ccccc2nc1N1CCOCC1 (stereo unspecified)
    1.4, 2, -6, -2, 8, 4, 2, -5, 3
58. Cc1cc(NC(=O)C(C)SCC(=O)Nc2ccc(Br)cc2Br)no1 (stereo unspecified)
    1.9, 8, 4, 0, 0, 13, 3, 4, -2
59. Cc1nnn(C23CC4CC(CC(CC(=O)Nc5cccc(F)c5)(C4)C2)C3)n1
    1.0, 8, -10, -3, -6, 7, 8, 3, 10
60. Cc1c(NC(=O)c2cc(-c3ccco3)on2)c(=O)n(-c2ccccc2)n1C
    /, 1, -8, -7, 10, 2, -1, -4, 10

(more compounds)
Order of values – MEX-5 binding, AHR act, PME-1 inh, Fam108B counter, pPAFAH inh, PAFAH1B2 inh, Bcl-xL primary, MCL1-BIM inh, GLD-1 TGE inh
61. C[C@H](CO)N1C[C@H](C)[C@@H](CN(C)C(=O)Nc2ccccc2)Oc2c(NC(=O)Cc3ccccc3)cccc2C1=O
    /, -1, /, /, 1, 2, /, /, 5
62. O=C(/C=C/c1ccccc1Cl)NC1CCCCC1
    0.9, 4, -2, -2, -6, -2, 5, 7, -6
63. COc1ccccc1CNC(=O)[C@H](C)NC(=O)C1CCN(C(=O)[C@@H](N)CC(C)C)CC1
    1.3, 1, -2, 7, 1, 2, 1, 1, 3
64. O=C(O)CCCCNS(=O)(=O)/C=C/c1ccccc1
    -1.3, 0, 6, 1, 1, 2, 6, 6, 3
